Compound activity (PubChem)
14-3-3 Bad PPI: disrupts binding of bovine 14-3-3 zeta to phospho-Bad peptide. TR-FRET 14-3-3zeta/Dy647-pBad peptide displacement, 1 h. inhibition, % at 21.7 µM. 220,000 tested, 0.71% active;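 active = inhibition above about 70%, limit read from the data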;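 note: 0% = full 14-3-3 plus peptide FRET controls and 100% = background without 14-3-3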
FXIIa inh: blocks human coagulation factor XIIa protease activity. 220,000 tested, 0.3% active. AID 800. P00748. inhibition, % at 5 µM. purified FXIIa, Boc-QGR-AMC fluorogenic substrate, 2 h; in the data active = inhibition above about 40%;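 note: 0% = enzyme with no compound and 100% = blank without enzyme; many of its hits are not listed in these tables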
Wee1 stabilizer: human Wee1 degradation inhibition, primary screen; P30291; HeLa Luc-Wee1K328M stability, luciferase luminescence; 100% = proteasome inhibitor MG132 effect; reporter increase, % at 5 µM; 220,000 tested, 1.2% active; AID 1321;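 active = activation above the mean of all tested compounds plus 3 SD, set per screening run, cut at about 8.8% in these data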;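 note: cells exposed to compound for 20 h before luminescence read; 0% = DMSO alone and 100% = MG132 at 30 µM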
KLK5 inh: inhibitors of human kallikrein 5; Q9Y337; recombinant hK5, fluorogenic AMC substrate cleavage; inhibition, % at 5 µM; 210,000 tested, 0.59% active;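 active = inhibition of 40% or more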;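 note: 0% = enzyme controls without compound and 100% = no-enzyme blanks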
p97 ATPase inh: blocks human p97 ATPase activity. P55072. recombinant p97 ATPase, Kinase-Glo ATP luminescence, 3 h. inhibition, % at 8 µM. 220,000 tested, 0.42% active; in the data active = inhibition above about 15%;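 note: 0% = DMSO vehicle and 100% = wells lacking enzyme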
MDM2 E3 inh: Mdm2 E3 ligase (human) inhibition; 210,000 tested, 0.11% active; Q00987; signal enhancement, % at 5 µM; cell-based MDM2 ubiquitination luciferase reporter, 2 h; 0 = plate control, 100 = twice control, blank-subtracted;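 active = signal enhancement of 30% or more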;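 note: luminescence tracks abundance of the self-degrading MDM2-luciferase fusion protein; higher signal means inhibition of MDM2 E3 ligase activity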
Target sequence (Q00987 whole entry, looked up, the tested form may be a part): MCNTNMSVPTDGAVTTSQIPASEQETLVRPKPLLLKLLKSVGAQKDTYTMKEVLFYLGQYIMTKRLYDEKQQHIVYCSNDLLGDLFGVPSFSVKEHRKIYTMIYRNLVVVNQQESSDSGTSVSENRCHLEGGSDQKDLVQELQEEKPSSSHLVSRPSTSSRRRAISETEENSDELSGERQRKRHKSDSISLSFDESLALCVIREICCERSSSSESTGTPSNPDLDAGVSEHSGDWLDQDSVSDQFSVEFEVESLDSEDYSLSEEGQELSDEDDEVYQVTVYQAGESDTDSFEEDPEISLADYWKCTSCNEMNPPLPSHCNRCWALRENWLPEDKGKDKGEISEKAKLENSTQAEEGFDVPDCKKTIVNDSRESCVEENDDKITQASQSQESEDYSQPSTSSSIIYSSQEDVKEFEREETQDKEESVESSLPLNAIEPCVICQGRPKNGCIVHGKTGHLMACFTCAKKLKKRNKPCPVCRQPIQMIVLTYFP
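Material: stable MDM2–luciferase fusion reporter cells / Quantity: 2000 cells/well / Dosing: single 5 µM compound dose, 0.2% final DMSO / Buffer or medium: DMEM / Schedule: 4 h cell settling then 2 h compound exposure, 37 °C / Detection: luminescence with SteadyLite reagent, 15 min at room temperature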
eIF4E-4G inh: eIF4E/eIF4G interaction inhibition in translation initiation. TR-FRET eIF4E-eIF4GI(517-606) binding, 2 h. AID 782. P63073+Q04637. 220,000 tested, 0.37% active. inhibition, % at 21.7 µM;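 active = inhibition above about 30%, limit read from the data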;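 note: 0% = full FRET control wells and 100% = background wells lacking eIF4GI fragment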
FXIa inh: blocks human coagulation factor XIa protease activity; purified FXIa, Boc-Glu-Ala-Arg-AMC fluorogenic substrate; inhibition, % at 5 µM; 220,000 tested, 0.14% active; AID 798; P03951;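 active = inhibition of at least 40%; inactive = inhibition below 40%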;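 note: fluorescence of freed AMC excited at 355 nm; 0% = enzyme without compound and 100% = no enzyme blank; many of its hits are not listed in these tables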
Rad51 HR inh: Rad51 (human) homologous recombination inhibition; hRad51 DNA strand exchange, fluorescence dequenching; 200,000 tested, 0.085% active; AID 1385; inhibition, % at 10 µM;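 active = inhibition above 40% at the single screening dose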;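 note: 0% = DMSO control wells and 100% = blanks with heterologous ssDNA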
Target sequence (Q06609 whole entry, looked up): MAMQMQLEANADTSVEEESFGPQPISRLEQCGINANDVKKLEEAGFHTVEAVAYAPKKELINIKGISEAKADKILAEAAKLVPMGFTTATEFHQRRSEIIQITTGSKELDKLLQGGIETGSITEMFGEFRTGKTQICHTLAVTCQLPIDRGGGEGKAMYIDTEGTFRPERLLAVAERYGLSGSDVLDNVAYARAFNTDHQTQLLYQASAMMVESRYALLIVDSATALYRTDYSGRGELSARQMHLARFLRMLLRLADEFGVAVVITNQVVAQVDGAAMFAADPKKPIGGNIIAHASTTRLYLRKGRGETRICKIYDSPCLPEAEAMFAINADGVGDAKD
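System: human Rad51 nucleoprotein filaments preassembled on unlabelled ssDNA. Reagent: labelled 47-mer dsDNA for strand exchange. Schedule: 30-min compound preincubation and 15-min exchange, both room temperature. Measured by: FRET fluorescence dequenching, excitation 485 nm, emission 520 nm. Read-out: Fluorescence-based percent inhibition, control- and blank-normalised. Benchmarks: plate controls and plate blanks.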
The depositor's hits bear a star; . = not tested or not shown; [ ] = another dose, or the depositor's remark.

SMILES | 14-3-3 Bad PPI | FXIIa inh | Wee1 stabilizer | KLK5 inh | p97 ATPase inh | MDM2 E3 inh | eIF4E-4G inh | FXIa inh | Rad51 HR inh
O=C(CSc1nnc(-c2ccccc2)c(-c2ccccc2)n1)NCc1ccco1 | 11 | 6 | -2 | -3 | 2 | -5 | 4 | 3 | -2
CCCCC(C(=O)NCCC(C)C)N(CCCN1CCOCC1)C(=O)c1snc(C(N)=O)c1N (stereo not drawn) | -15 | 4 | 0 | -11 | 1 | -12 | 9 | -4 | -2
O=C1CC(C(=O)Nc2cccc(F)c2)n2c(nc3ccccc32)N1 (stereo not drawn) | -1 | 1 | 3 | -5 | 1 | . | 2 | -6 | -3
COc1ccccc1/C=C(/CC(=O)NCc1ccc2c(c1)OCO2)c1nc2ccccc2s1 | 28 | 2 | -1 | -9 | -11 | -19 | -1 | 5 | 4
COc1ccc(/C=N/Nc2ncnc3c2[nH]c2ccccc23)c(OC)c1OC | 49[fluorescence artefact?] | 10 | 4 | 36 | -4 | -11 | -5 | 4 | 0
O=C(c1ccccc1)N1CCN(c2nc3ccc([N+](=O)[O-])cc3s2)CC1 | 3 | -2 | 4 | -16 | -1 | -22 | 2 | 17 | 10
CCC(CC)C(=O)N1N=C(c2ccc(NS(C)(=O)=O)cc2)CC1c1ccccc1 (stereo not drawn) | 3 | 7 | 1 | -6 | -4 | 1 | -5 | -2 | 8
O=C(CSc1ccccc1C(=O)O)NCc1ccco1 | 0 | 15 | 0 | -4 | 4 | -18 | -1 | -7 | 8
CN(Cc1ccccc1)C(=O)c1ccccc1Br | -6 | 18 | 2 | -14 | 8 | -13 | 4 | 6 | 19
COC(=O)c1ccccc1NC(=S)N1CCC(N2CCCCC2)CC1 | -9 | 10 | 2 | 3 | 2 | -15 | 0 | -3 | 7
CCCNC(=O)c1onc(CSc2cccc(OC)c2)c1C(=O)NCCC | -3 | 13 | . | 4 | . | -17 | 7 | 4 | -6
CC(C)CCNC(=O)CN(Cc1ccc2c(c1)OCO2)C(=O)Cn1nnc(-c2cccs2)n1 | 7 | 10 | -1 | 14 | 6 | -15 | -5 | 2 | 1
Cc1cccc(C)c1NC(=O)C(C)c1ccc(-c2ccccc2)c(F)c1 (stereo not drawn) | 1 | 7 | -2 | 5 | 3 | 4 | -2 | 10 | -2
c1ccc2c(c1)CCN(c1nc3cc4c(cc3s1)OCO4)C2 | 1 | -17 | 7 | -3 | -2 | -52 | 5 | -14 | 0
Cc1ccc(N2CCN(CC(O)COc3cccc(C)c3)CC2)cc1 (stereo not drawn) | -2 | 8 | -2 | -1 | 0 | . | -7 | 0 | 13
CCOc1ccc(N2Nc3n[nH]c(N)c3N2)cc1 | -1 | 17 | -2 | -1 | 8 | . | -1[fluorescence artefact?] | 7 | 1
COc1cc(/C=N/Nc2ccc(C)cc2)cc(Br)c1O | -11 | 15 | 5 | -4 | 2 | 2 | 1 | 1 | -28
O=S(=O)(NC(=S)NC1CCCCC1)c1ccc(Br)cc1 | -12 | 4 | -2 | -7 | 4 | -13 | -6 | -2 | 27
COCCCNC(=S)NNC(=S)Nc1ccc(F)cc1F | 1 | 14 | 0 | -54 | 1 | -10 | 2 | 4 | -3
COc1ccc2cc(Br)ccc2c1CC(=O)NC(C)(C)C | -12 | 14 | -1 | -7 | -1 | -1 | 17 | 8 | 0
Cc1ccccc1C(=O)Nc1nc(-c2cccnc2)cs1 | 14 | 7 | -2 | 8 | 14 | -10 | 14 | -7 | 3
CN1CCN(c2ccc(NC(=O)c3cccc(OCc4ccccc4)c3)cc2)CC1 | 4 | 0 | 4 | 0 | -1 | -2 | 3 | -6 | .
CCOC(=O)C1=C(C)NC(=NC)SC1c1ccccc1 (stereo not drawn) | -2 | 1 | 1 | 15 | 5 | -12 | 2 | 3 | 1
Cn1cnnc1SCC(=O)Nc1ccc(F)cc1F | -14 | 13 | 1 | 5 | 3 | 0 | 3 | 1 | 13
Cc1nn2c(-n3ccnc3C)c3c(nc2c1-c1ccccc1)CCC3 | 5[fluorescence artefact?] | 5 | -1 | 1 | 2 | -7 | -4 | -2 | -6
COc1ccc(C2Nc3ccccc3C(=O)N2NC(C)=O)cc1OC (stereo not drawn) | -12 | 8 | -4 | 4 | 4 | 4 | -3 | 0 | 2
Cc1ncoc1C(=O)N1CCCC(C(=O)c2cccc3ccccc23)C1 (stereo not drawn) | -4 | 6 | 3 | 0 | 3 | 7 | 1 | -4 | 7
O=C(COc1ccc(Cl)cc1)NCCSCc1ccccc1Cl | 15[fluorescence artefact?] | 3 | 0 | -2 | -7 | -4 | -2 | -1 | .
Cc1ccc(S(=O)(=O)NCCC(=O)OCC(=O)NC(=O)c2cccn2C)cc1 | -2 | 13 | 0 | 2 | 6 | . | -8 | 1 | 5
CC(C)c1nnc(NC(=O)c2cc3cc(Br)ccc3oc2=O)s1 | 6 | 10 | -1 | -3 | 8 | . | 2 | 4 | 4

3 records drawn at random from those above:
SMILES | 14-3-3 Bad PPI | FXIIa inh | Wee1 stabilizer | KLK5 inh | p97 ATPase inh | MDM2 E3 inh | eIF4E-4G inh | FXIa inh | Rad51 HR inh
CC(C)c1nnc(NC(=O)c2cc3cc(Br)ccc3oc2=O)s1 | 6 | 10 | -1 | -3 | 8 | . | 2 | 4 | 4
Cc1ccc(N2CCN(CC(O)COc3cccc(C)c3)CC2)cc1 (stereo not drawn) | -2 | 8 | -2 | -1 | 0 | . | -7 | 0 | 13
Cc1ncoc1C(=O)N1CCCC(C(=O)c2cccc3ccccc23)C1 (stereo not drawn) | -4 | 6 | 3 | 0 | 3 | 7 | 1 | -4 | 7

New compounds follow:
SMILES | 14-3-3 Bad PPI | FXIIa inh | Wee1 stabilizer | KLK5 inh | p97 ATPase inh | MDM2 E3 inh | eIF4E-4G inh | FXIa inh | Rad51 HR inh
COc1cc(OC)cc(C(=O)OCc2ccc([N+](=O)[O-])cc2)c1 | -5 | 7 | 0 | -2 | 5 | -16 | 2 | -6 | -1
CCNC(=O)COC(=O)c1[nH]c(C)c(C(=O)OC)c1C | -16 | 6 | 2 | -7 | 2 | -13 | 1 | -4 | -1
CSc1ccc(-c2nnn(Cc3ccc(Br)cc3)n2)cc1 | 1 | 22 | 2 | -11 | -7 | -18 | 8 | 9 | 6
CCOC(=O)C(C)(C)Sc1ncnc2nc[nH]c12 | 5 | 13 | 0 | -12 | 6 | 0 | -2[fluorescence artefact?] | 7 | -5
CN1C=CC=C/C1=C1\SC(=S)N(Cc2ccccc2)C1=O | -16 | 6 | -3 | 2 | 1 | -3 | 4 | -3 | -7
O=C(NCCCc1ccccc1)c1cccc([N+](=O)[O-])c1 | -9[fluorescence artefact?] | 5 | -3 | -12 | 1 | 8 | 0 | -51 | 16
CCCCOc1ccc2c(c1)C(=O)c1cc(O)ccc1-2 | -12 | 11 | -1 | . | 2 | . | 1 | 3 | .
CCN(CC)C(=O)C(=O)N/N=C/c1cccs1 | -3[fluorescence artefact?] | -4 | 0 | -21 | 5 | -18 | -12[fluorescence artefact?] | -6 | -5
O=C1CC(Nc2ccccc2)C(=O)N1CCc1ccccc1 (stereo not drawn) | -10 | 5 | -1 | 2 | -3 | -24 | -15 | 1 | 1
CC(C)(Sc1cc(C(C)(C)C)c(O)c(C(C)(C)C)c1)Sc1cc(C(C)(C)C)c(O)c(C(C)(C)C)c1 | -2 | 8 | -1 | -11 | 5 | . | -1 | 1 | 0
C(=N\n1cnnc1)/c1ccccc1OCCOc1ccccc1 | -3 | 3 | 0 | -13 | 1 | -7 | -5[fluorescence artefact?] | -5 | -2
Cc1cc(C)c2oc(C(=O)Nc3ccc(S(=O)(=O)N4CCC(C)CC4)cc3)cc(=O)c2c1 | 26 | 12 | 5 | 19 | -2 | -12 | -4 | 11 | 0
O=C(CCNC(=O)Cn1ccc2ccccc2c1=O)NCC1CCCC1c1ccccc1 (stereo not drawn) | 0 | 12 | 0 | -1 | -2 | -3 | 2 | -3 | -2
CCN1CCN(CC(O)COc2ccc(Cl)cc2)CC1 (stereo not drawn) | 65[fluorescence artefact?] | 5 | 2 | -13 | 2 | -12 | -5[fluorescence artefact?] | -2 | -11
Clc1ccc(-c2nc(Cc3ccccc3Cl)no2)cc1 | 9 | 12 | -3 | 4 | 1 | -11 | 13 | 3 | 8
COc1ccc(NC(=O)/C(C#N)=C/c2ccc(Sc3nncn3C)c([N+](=O)[O-])c2)cc1 | 26 | 5 | 1 | 1 | 2 | -3 | 0 | 1 | .

Ordered by formula weight (descending): part of the list above.
SMILES | 14-3-3 Bad PPI | FXIIa inh | Wee1 stabilizer | KLK5 inh | p97 ATPase inh | MDM2 E3 inh | eIF4E-4G inh | FXIa inh | Rad51 HR inh
O=C(CCNC(=O)Cn1ccc2ccccc2c1=O)NCC1CCCC1c1ccccc1 (stereo not drawn) | 0 | 12 | 0 | -1 | -2 | -3 | 2 | -3 | -2
CN1C=CC=C/C1=C1\SC(=S)N(Cc2ccccc2)C1=O | -16 | 6 | -3 | 2 | 1 | -3 | 4 | -3 | -7
Clc1ccc(-c2nc(Cc3ccccc3Cl)no2)cc1 | 9 | 12 | -3 | 4 | 1 | -11 | 13 | 3 | 8
CCN1CCN(CC(O)COc2ccc(Cl)cc2)CC1 (stereo not drawn) | 65[fluorescence artefact?] | 5 | 2 | -13 | 2 | -12 | -5[fluorescence artefact?] | -2 | -11
